Screening data as filed in PubChem.
CSM14.1 death rescue = protection against thapsigargin-triggered cell killing – 384-well, CSM14.1, ATP luminescence, primary screen (AID 1222). CSM14.1 thapsigargin-induced death rescue, ATP luminescence; higher % means a stronger effect. one-dose cellular ATP content (survival), % at 20 µM; EC50 in µM for titrated hits. 190,000 tested, under 10 active;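 active = EC50 below 50 µM in the dose-response confirmation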;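 also: death triggered by thapsigargin at about 15 µM added after 2 h compound pretreatment; cell ATP read after overnight thapsigargin exposure of roughly 18 to 22 hours; normalized against plate controls of thapsigargin alone and 5% DMSO vehicle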
PMI inhibition = human PMI inhibitors, high substrate, primary screen, biochemical, fluorescence intensity, high mannose 6-phosphate (AID 1220). recombinant PMI enzyme, coupled fluorescence intensity; higher % means a stronger effect. inhibition, % at 20 µM, or IC50 in µM where a hit was titrated. 190,000 compounds, 0.66% hits; in the data active = inhibition above about 50%
SIAH1 antagonists = Siah-1 peptide-binding antagonists, primary screen, biochemical, fluorescence polarization, rhodamine-plectin, uHTS (AID 1817); 290,000 compounds, 0.02% hits; Siah-1 / rhodamine-plectin peptide fluorescence polarization; higher % means a stronger effect; displacement, % at 20 µM, or IC50 in µM where a hit was titrated;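 active = displacement of at least 50% at 20 µM, with a fluorescence ratio check between 0.3 and a set limit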;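 also: plate controls were Siah plus tracer with DMSO for no effect and tracer alone without Siah for full effect; strong numbers were not always called active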
XIAP antagonists = small molecules displacing peptide from XIAP – biochemical, IAP family, fluorescence polarization (AID 1018) | XIAP BIR domain, fluorescence polarization peptide displacement; higher % means a stronger effect | 200,000 compounds, 0.007% hits | displacement, % at 20 µM; hits with a dose series show IC50 in µM; in the data active = displacement above about 50%; also: a part of the inactive calls stands beside numbers as strong as those of hits
West Nile virus CPE = West Nile virus antiviral activity, cell-based, CPE readout (AID 1621); 290,000 compounds, 0.02% hits; West Nile virus-infected cells, CPE inhibition; higher % means a stronger effect; one-dose CPE inhibition, % at 10 µM; IC50 in µM for titrated hits; in the data active = a potency from the dose series; inconclusive = CPE inhibition mostly from about 3.7% at the one dose, without a potency; inactive = the rest, 99 in 100 with CPE inhibition below about 2.2%; also: strong numbers were not always called active
Yfh1-depleted yeast = mitochondrial function rescue without frataxin homolog – Friedreich's ataxia, plus single-dose screen, dose response (AID 1465) | 220,000 compounds, 0.074% hits | S. cerevisiae Yfh1-off respiration, WST-1 reduction, 72 h; higher fold induction means a stronger effect | one-dose fold induction at 50 µM; EC50 in µM for titrated hits;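 active = fold induction of absorbance versus untreated yeast above a set limit, then at least 30% activation at any dose in follow-up; inconclusive = repeats straddling the limit, or above it without dose testing; inactive = fold induction below the set limit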;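 also: activators that raise dye reduction in frataxin-depleted yeast; strong numbers were not always called active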
Salmonella PhoP GFP = PhoP-dependent GFP reporter repression – Salmonella Typhimurium, primary screen (AID 1863) | S. Typhimurium PhoP-regulated promoter GFP reporter, 4 h; higher % means a stronger effect | one-dose inhibition, % at 50 µM; IC50 in µM for titrated hits | 300,000 compounds, 0.16% hits;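 active = inhibition over 29.93%, a cutoff 3 SD above the screen mean, later confirmed by dose response; inconclusive = inhibition over 29.93% but no dose response follow-up; inactive = inhibition at most 29.93% or unconfirmed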;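 also: 0% = low Mg2+ inducing control and 100% = high Mg2+ repressing control; strong numbers were not always called active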
P. falciparum M17LAP = P. falciparum M17LAP inhibitors, primary screen, biochemical, fluorogenic H-Leu-NHMec substrate, 1536-well (AID 1619). recombinant M17LAP, H-Leu-NHMec fluorogenic kinetic assay; higher % means a stronger effect. one-dose inhibition, % at 30 µM; IC50 in µM for titrated hits. 220,000 compounds, 0.38% hits;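 active = compound inhibiting the enzyme by more than half at any dose during confirmatory dose-response retesting; inconclusive = strong single-dose inhibitors picked by rank but not retested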;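 also: plate controls were full reaction with DMSO carrier for no effect and no enzyme background for full effect; strong numbers were not always called active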
P. falciparum M1AAP = P. falciparum M1AAP inhibitors, biochemical, fluorogenic H-Leu-NHMec substrate, 1536-well (AID 1445); inhibition, % at 30 µM, or IC50 in µM where a hit was titrated; 220,000 compounds, 0.42% hits; recombinant M1AAP, H-Leu-NHMec fluorogenic kinetic assay; higher % means a stronger effect;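 active = primary inhibition above the hit cutoff, then over 50% inhibition at one or more dose response concentrations, cut at about 23% in these data, passing the limit was not always enough; inconclusive = conflicting primary data, or primary hits not chosen for dose response; inactive = low primary inhibition, or under 50% at every dose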;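 also: plate controls were DMSO full reaction for no effect and no enzyme background for full effect; strong numbers were not always called active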
An asterisk follows results filed as active; i = inactive; ? = inconclusive; . = no result given. Random draw from the library. Share with any hit: about 1.6%.

item	SMILES	CSM14.1 death rescue	PMI inhibition	SIAH1 antagonists	XIAP antagonists	West Nile virus CPE	Yfh1-depleted yeast	Salmonella PhoP GFP	P. falciparum M17LAP	P. falciparum M1AAP
1	C=CCOC(=O)C(C#N)c1nc2ccccc2nc1N1CCN(Cc2ccc3c(c2)OCO3)CC1 (stereo unspecified)	2.5%	1%	0%	-7.1%	0.2%	i	-8%	2%	4%
2	COC(=O)C1=C(C)NC2=C(C(=O)CCC2)C1c1ccc(-c2ccsc2C(=O)OC)o1 (stereo unspecified)	.	.	2%	.	-0.7%	i	-4%	5%	4%
3	COCCn1c(Cc2ccccc2)nnc1SCC(=O)Nc1ccccc1	1.2%	-5%	-4%	3.6%	0.6%	i	12%	12%	3%
4	COc1ccc(C(=S)NCS(=O)(=O)c2ccc(C)cc2)cc1	1.3%	-17%	5%	2.1%	0.3%	i	3%	15%	3%
5	O=C(c1nn(Cc2ccccc2)c(=O)c2ccccc12)N1CCc2ccccc2C1	-1.0%	17%	-1%	0.8%	-0.5%	i	9%	-4%	1%
6	CC(C)CSc1nnc(N)s1	1.8%	-5%	0%	-2.6%	0.3%	i	6%	2%	1%
7	CCc1ccc(OCC(=O)NCCOc2ccccc2)cc1	-1.4%	8%	-2%	-9.7%	-0.4%	i	-3%	-15%	-6%
8	CCCC[n+]1ccn(-c2nc3ccccc3nc2[N-]S(=O)(=O)c2ccc(Br)cc2)c1	.	.	34%	.	-0.4%	i	-15%	-8%	7%
9	CC(C(=O)Nc1cc([N+](=O)[O-])ccc1Cl)N1CCN(c2ccc(O)cc2)CC1 (stereo unspecified)	-0.8%	43%	0%	-6.9%	-1.1%	i	2%	0%	4%
10	CCOc1ncccc1C(=O)OCc1ccc(C(=O)OC)o1	-0.1%	24%	0%	-7.2%	-0.2%	i	-14%	-9%	3%
11	CC1CC(C)CN(C(=O)CN2CCN(Cc3ccc(Cl)cc3)C2=O)C1 (stereo unspecified)	1.0%	-3%	-3%	-1.0%	-0.1%	i	1%	6%	-5%
12	COc1ccc(-c2cc(-c3ccc(OC)cc3)c(C#N)c(SC)n2)cc1	1.9%	-7%	23%	-2.7%	0.0%	i	-3%	-13%	2%
13	CCCCN1C(=O)C(O)(CC(=O)c2ccccn2)c2ccccc21 (stereo unspecified)	-1.8%	2%	14%	-0.6%	0.5%	i	-4%	15%	?
14	COc1cc(OC)cc(C(=O)Nc2ccc(S(=O)(=O)Nc3nc(C)cc(C)n3)cc2)c1	-1.5%	9%	-2%	-8.9%	-0.1%	i	0%	-16%	6%
15	CC12CCC(=O)N1C(C(=O)OCC(=O)Nc1sccc1C#N)CS2 (stereo unspecified)	0.5%	17%	-1%	0.4%	0.2%	i	-7%	6%	7%
16	CCCc1cc(=O)[nH]c(SCC(=O)Nc2ncc(S(=O)(=O)c3ccc([N+](=O)[O-])cc3)s2)n1	.	.	16%	.	0.7%	i	-2%	-1%	4%
17	CN1C(c2ccc(F)cc2)=CS/C1=C(/C#N)c1nnc(N2CCOCC2)n1-c1ccccc1	0.4%	-7%	-1%	-7.7%	-0.7%	i	-2%	22%	14%
18	OCCN(Cc1ccccc1)CC1CCCCC1	-1.4%	8%	2%	-6.6%	0.4%	i	1%	1%	2%
19	CCOC(=O)c1sc2nc(CC(=O)OC)nc(N3CCN(c4ccccn4)CC3)c2c1C	-0.9%	9%	0%	-5.2%	0.6%	i	-10%	-5%	-12%
20	COc1ccc(/C=C(\NC(=O)c2ccc(C)cc2)C(=O)Nc2c(C)n(C)n(-c3ccccc3)c2=O)cc1	-0.8%	6%	2%	-6.0%	-0.4%	i	-10%	24%	3%
21	CCCCCCNC(=O)c1cc(-c2ccco2)nc2ccccc12	0.3%	-12%	8%	-0.6%	0.6%	i	-3%	-4%	?
22	COc1cccc(-c2nc3n(n2)C(c2ccc4c(c2)OCO4)C(C(N)=O)=C(C)N3)c1 (stereo unspecified)	1.2%	-2%	-6%	-6.3%	?	i	9%	0%	-4%
23	C/C(=C\c1cc(C(=O)O)c(C)o1)CO	.	0%	1%	-2.6%	0.2%	i	-16%	2%	8%
24	COc1ccc(NC(=O)CCC2COc3ccccc3O2)c(OC)c1 (stereo unspecified)	.	7%	-1%	3.0%	0.3%	i	-3%	12%	4%
25	Cc1ccc(N/C=C(\C2OC(=O)c3ccccc32)[N+](=O)[O-])c(C)c1 (stereo unspecified)	-0.2%	7%	0%	-11%	0.3%	i	27%	3%	12%
26	CC1CCN(c2nc3c(c(=O)n(C)c(=O)n3C)n2Cc2ccccc2)CC1	.	-29%	4%	-1.3%	-0.6%	i	0%	0%	2%
27	CN(C)S(=O)(=O)N1CCN(c2cc(Cl)ccc2Cl)CC1	-1.0%	-13%	-3%	-4.7%	-0.3%	i	8%	-2%	-4%
28	C=CCNCCOc1c(C)cc(C)cc1Cl	-0.3%	-9%	3%	1.6%	0.4%	i	3%	20%	3%
29	COCCN1C(=O)c2[nH]nc(-c3ccccc3O)c2C1c1ccc(OC)cc1 (stereo unspecified)	.	.	3%	.	-0.4%	i	-8%	2%	10%
30	O=[N+]([O-])c1cc(/C=N\Nc2nc(-c3ccccc3)cs2)ccc1O	-0.5%	-32%	-10%	-8.2%	-0.5%	i	-11%	6%	23%
31	C=CCc1ccc(OCCCCN2CC(C)OC(C)C2)c(OC)c1 (stereo unspecified)	-4.0%	-4%	2%	-11%	-0.6%	i	10%	2%	-2%
32	CSc1nc2ccc3nc(NC(=O)C4COc5ccccc5O4)sc3c2s1 (stereo unspecified)	-0.2%	21%	2%	-6.6%	0.1%	i	-7%	-9%	22%
33	CCOC(=O)Nc1cccc(C(=O)O)c1	2.3%	-4%	1%	-2.2%	0.5%	i	-17%	3%	6%
34	CCNC(=O)CSc1nc2ccccc2c(=O)n1CCCOC(C)C	6.1%	2%	5%	-1.9%	-0.2%	i	3%	3%	3%
35	CCOc1ccccc1CNCCO	-3.5%	-24%	-4%	-0.4%	0.2%	i	-8%	3%	-6%
36	CSc1sc(C#N)c2c1/C(=N\O)CCC2	.	.	13%	.	0.3%	i	-6%	2%	-3%
37	Cc1c(=O)n(OCc2ccccc2F)c2ccccc2[n+]1[O-]	-1.0%	-6%	-3%	-2.3%	-0.5%	.	17%	6%	0%
38	Cc1cc(C)n(S(=O)(=O)c2cc(C)c(C)cc2C)n1	-1.3%	9%	5%	-0.3%	0.3%	i	-13%	11%	6%
39	CCCCSc1nnc(-c2ccccc2)c2ccccc12	6.4%	11%	-2%	-3.9%	-0.3%	i	3%	-2%	12%
40	N[C@@H](Cc1ccccc1)c1nnc2sc(SCc3ccccc3)nn12	-2.1%	-44%	-8%	-2.8%	-0.9%	i	4%	5%	4%
41	Cc1ccc(-c2csc3ncnc(Oc4ccc5c(C)cc(=O)oc5c4)c23)cc1	-2.4%	2%	3%	-14%	0.0%	i	-20%	-9%	5%
42	O=C(O)C1CC(=O)N(CCc2c[nH]c3ccccc23)C1 (stereo unspecified)	-1.8%	8%	-1%	-1.1%	0.6%	i	-2%	9%	1%
43	O=C1OC(NC(=O)c2ccccc2)C(N2CCOCC2)=C1Cl (stereo unspecified)	-1.7%	5%	0%	-11%	0.2%	i	-1%	-5%	-3%
44	O=C(OCC(=O)N1CCCC1)c1cncc(Br)c1	-1.1%	14%	0%	-4.2%	.	.	8%	20%	-1%
45	C/C(Cl)=C\Cn1c(NCCc2ccccc2)nc2c1c(=O)n(C)c(=O)n2C	-0.5%	-4%	-4%	-0.2%	0.3%	i	1%	-2%	0%
46	COc1cc2c(cc1OC)CN(S(C)(=O)=O)CC2	0.0%	19%	0%	-2.7%	0.4%	i	-10%	1%	-2%
47	C#CCNC(=O)/C=C/c1ccc(OC)cc1	-5.4%	-8%	1%	-5.1%	-0.2%	i	-1%	2%	-3%
48	O=C(Nc1cccc(-c2nnc(-c3ccccc3)o2)c1)C1CC1	-0.1%	4%	-2%	-0.7%	1.7%	i	2%	1%	1%
49	CCC(=O)c1ccc(NC(C)=O)cc1O	.	.	0%	.	0.0%	i	-5%	-6%	1%
50	Cc1ccc(OCC(O)CN2CCN(CC(O)COc3ccc(C)cc3)CC2)cc1 (stereo unspecified)	-1.7%	3%	1%	-2.6%	-1.0%	i	1%	3%	1%
51	CC1(C)CC(N(Cc2cccs2)C(=O)c2ccco2)CCO1 (stereo unspecified)	.	10%	0%	-5.5%	0.0%	i	1%	-2%	1%
52	Cc1cc(C)c(C#N)c(SCc2cc3c(cc2Cl)OCO3)n1	2.0%	1%	6%	3.2%	0.0%	i	-7%	5%	11%
53	O=C(NC(=S)N1CCN(Cc2ccccc2)CC1)c1ccccc1	-8.7%	13%	1%	-7.8%	-0.5%	i	1%	-4%	4%
54	CCOC(=O)C1=C(C)N=C2SC(C(=O)OC)=CC(=O)N2C1c1ccc(OC)cc1 (stereo unspecified)	0.9%	4%	-1%	-3.8%	-0.3%	i	4%	-5%	2%
55	Cc1ccc(N2C(=O)C3C4CC(=O)C(c5ccccc54)C3C2=O)cc1C (stereo unspecified)	0.3%	10%	5%	-11%	-0.5%	i	3%	8%	6%
56	CCc1cc2c(=O)n(CC)c(SC(C)C(=O)Nc3c(C)n(C)n(-c4ccccc4)c3=O)nc2s1 (stereo unspecified)	3.0%	1%	3%	-3.5%	0.6%	i	-17%	-1%	3%
57	COc1ccc(OC)c2[nH]c(=O)c(CCNC(=O)c3cccs3)cc12	-0.2%	27%	-3%	68%	-0.1%	i	-2%	1%	4%
58	COCCN(C(=O)CC1C(=O)NCCN1CC(c1ccccc1)c1ccccc1)C(C)C (stereo unspecified)	-1.8%	30%	-2%	-8.0%	-0.6%	i	8%	11%	-1%
59	O=C(Nc1nnc(/N=C/c2ccco2)s1)c1ccc(F)cc1	-5.0%	-4%	3%	-4.3%	0.1%	i	1%	11%	5%
60	O=C1C2C3c4ccccc4C(c4ccccc43)[C@@H]2C(=O)N1c1nc(-c2ccccc2)cs1 (stereo partly specified)	-2.6%	8%	-2%	1.8%	1.3%	i	-8%	-14%	9%
61	CCCc1c(O)nc(SC2CC(=O)N(c3ccc(OC)cc3)C2=O)[nH]c1=O (stereo unspecified)	.	.	10%	.	0.0%	i	2%	-1%	0%
62	CCOC(=O)c1cc(CC)sc1NC(=O)COC(=O)c1cc[n+]([O-])cc1	0.3%	8%	2%	-4.8%	-0.1%	i	-1%	-4%	-4%
